Compound activity as filed in PubChem BioAssay.
RTF Ca sens inh: cardiac RTF calcium desensitization. P19429+P45379. hit rate 0.12% among 340,000. AID 493244. inhibition, % at 7.15 µM. IANBD-labeled cardiac RTF, Ca2+ fluorescence;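 active = inhibition above the mean inhibition of all tested compounds plus 3 SD, cut at about 17% in these data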;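 also: assay run at fixed EC70 calcium of 1.6 mM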
DAGLB inh: diacylglycerol lipase beta (human) inhibition; hit rate 0.059% among 340,000; HEK293T DAGLB membrane lysate, EnzChek fluorogenic substrate; Q8NCG7; inhibition, % at 5.17 µM; in the data active = inhibition above about 34%;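 also: 0% = enzyme with vehicle and 100% = wells lacking enzyme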
C-LANA FP: blocks KSHV LANA C-terminal domain binding to DNA | hit rate 0.078% among 340,000 | inhibition, % at 9 µM | AID 504423 | MBP-C-LANA/FAM-LBS DNA binding, fluorescence polarization;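 active = highest replicate inhibition at or above 60% at 9 µM, even if other replicates fall short; inactive = all replicates below 60% inhibition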;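 also: 0% = neutral control wells and 100% = 4 µM acridine orange control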
PvdQ inh: P. aeruginosa PvdQ acylase inhibition; AID 488965; hit rate 0.063% among 340,000; inhibition, % at 10 µM; purified PvdQ acylase, fluorescence plate reader; in the data active = inhibition above about 30%, passing the limit was not always enough;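 also: 0% = vehicle neutral wells and 100% = reference inhibitor wells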
Keap1 Nrf2 FP: inhibitors of human Keap1-Nrf2 protein-protein interaction; hit rate 0.15% among 340,000; inhibition, % at 9.4 µM; Q14145; AID 504523; Keap1 Kelch-Nrf2 peptide fluorescence polarization, 1536-well; in the data active = inhibition above about 12%;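 also: human Keap1 Kelch domain with fluorescein labeled Nrf2 9mer peptide probe; 0% = neutral control wells and 100% = peptide positive control; higher means more block of Keap1 binding to Nrf2 peptide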
Target sequence (Q14145 whole entry, looked up, the tested form may be a part): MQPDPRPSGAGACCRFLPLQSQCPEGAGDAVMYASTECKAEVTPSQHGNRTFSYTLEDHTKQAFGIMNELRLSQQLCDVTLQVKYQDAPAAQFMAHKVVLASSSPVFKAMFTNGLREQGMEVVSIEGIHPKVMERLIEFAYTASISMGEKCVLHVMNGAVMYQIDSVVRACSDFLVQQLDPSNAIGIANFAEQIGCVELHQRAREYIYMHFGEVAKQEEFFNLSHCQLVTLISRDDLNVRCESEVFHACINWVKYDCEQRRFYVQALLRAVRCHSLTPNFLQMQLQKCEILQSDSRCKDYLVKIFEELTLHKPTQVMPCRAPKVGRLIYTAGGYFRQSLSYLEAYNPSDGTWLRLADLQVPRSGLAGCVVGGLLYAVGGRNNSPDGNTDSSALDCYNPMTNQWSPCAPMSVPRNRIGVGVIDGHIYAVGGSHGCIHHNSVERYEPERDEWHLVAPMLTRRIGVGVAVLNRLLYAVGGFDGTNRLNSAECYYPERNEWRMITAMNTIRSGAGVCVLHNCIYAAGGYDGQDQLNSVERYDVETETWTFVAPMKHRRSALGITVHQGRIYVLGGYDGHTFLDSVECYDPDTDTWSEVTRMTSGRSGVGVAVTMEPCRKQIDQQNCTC
NSD2 HMT inh: inhibitors of human histone methyltransferase NSD2; O96028; NSD2 peptide methylation, AlphaScreen, 120 min; inhibition, % at 12.5 µM; hit rate 0.54% among 310,000; in the data active = inhibition above about 50%
Arrestin-AP2 inh: human beta-arrestin and AP2 interaction inhibition | FITC-arrestin peptide / GST-AP2 beads, flow cytometry; AP2 beta2 appendage carries R879A mutation | inhibition, % at 10 µM | hit rate 0.31% among 340,000 | AID 504490;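 active = inhibition above a set limit, near 3 SD of compounds lacking own fluorescence, cut at about 54% in these data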;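 also: plate controls were DMSO wells for no effect and 5 µM unlabelled arrestin peptide for full effect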
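System: GST-AP2 R879A bound to glutathione beads, E. coli-expressed. Also added: 50 nM FITC-arrestin peptide. Schedule: compound with beads 12 min RT, then probe 1 h RT. Signal: bead flow cytometry, FITC channel. Read-out basis: percent response.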
PKA-R2B act: PKA-R2B complex activation | PKA-R2B holoenzyme dissociation, Cy5-IP20 fluorescence polarization; R2B truncated from residue 108, S112A mutant; 0% DMSO only, 100% 113 µM cGMP | activation, % at 11.4 µM | P22694+P31323 | hit rate 0.079% among 340,000;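 active = activation above a cutoff set at the mean over all compounds plus 3 SD, cut at about 18% in these data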;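 also: higher means more holoenzyme dissociation and a rise in polarization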
SR-BI DiI inh: inhibitors of mouse SR-BI mediated HDL lipid uptake. Q61009. ldlA[mSR-BI] CHO cells, DiI-HDL uptake fluorescence, 3 h. inhibition, % at 12.5 µM. hit rate 0.96% among 320,000;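 active = mean replicate inhibition of at least 70% and a set share of replicates each scoring 70 or more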;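 also: 0% = median of neutral control wells and 100% = median of positive control wells; values of inactives mirror those of a sister screen read the other way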
Target sequence (Q61009 whole entry, looked up): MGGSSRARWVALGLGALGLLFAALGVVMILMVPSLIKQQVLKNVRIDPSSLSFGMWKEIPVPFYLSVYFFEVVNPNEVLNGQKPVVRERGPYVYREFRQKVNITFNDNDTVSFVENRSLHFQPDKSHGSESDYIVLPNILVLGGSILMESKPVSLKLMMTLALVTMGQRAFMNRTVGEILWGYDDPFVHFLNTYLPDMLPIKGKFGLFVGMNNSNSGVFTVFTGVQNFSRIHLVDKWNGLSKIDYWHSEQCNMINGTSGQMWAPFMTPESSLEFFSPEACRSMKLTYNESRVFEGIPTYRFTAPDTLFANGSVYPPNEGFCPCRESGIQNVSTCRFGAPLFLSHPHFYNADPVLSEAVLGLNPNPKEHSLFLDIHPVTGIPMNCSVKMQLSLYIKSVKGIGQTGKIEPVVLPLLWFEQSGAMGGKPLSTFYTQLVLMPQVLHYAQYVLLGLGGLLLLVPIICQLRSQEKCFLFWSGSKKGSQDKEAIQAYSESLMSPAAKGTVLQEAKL
SR-BI uptake up: SR-BI HDL lipid transfer activation. CHO ldlA[mSR-BI] cells, DiI-HDL uptake fluorescence, 3 h; 100 = double the neutral-control signal. activation, % at 12.5 µM. hit rate 0.096% among 320,000;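 active = mean replicate activation of at least 60% and every replicate at or above 60%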;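 also: 0% = median plate neutral-control signal and 100% = twice that signal; values of inactives mirror those of a sister screen read the other way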
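Material: SR-BI-overexpressing, LDLR-lacking CHO cells; schedule: compound exposure 3 h, 37 °C; reagent: DiI-labelled HDL at 10 µg/mL final; technique: bottom-read fluorescence, 550/595 nm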
Numbers without * were called inactive; · = no result given.

Every second line gives: PvdQ inh	NSD2 HMT inh	Arrestin-AP2 inh	PKA-R2B act	SR-BI uptake up	SR-BI DiI inh	RTF Ca sens inh	C-LANA FP	DAGLB inh	Keap1 Nrf2 FP
> Cn1c(O)c(C(=Nc2ccccc2)SCc2ccc(Cl)cc2)c(=O)n(C)c1=O
    -11	0	14	2	9	-9	-8	0.8	-1	1
> O=C1NC(=O)C(=Cc2ccccc2OCCOc2ccc([N+](=O)[O-])cc2)C(=O)N1
    -11	5	9	·	7	-7	·	1.8	·	1
> CN1C(=O)C(=Cc2ccccc2OCc2ccc(C(=O)O)cc2)C(=O)N(C)C1=O
    -8	-1	11	8	-2	2	-11	-2.2	2	4
> C[C@@H]1C(=O)O[C@@H]2[C@H](O)C34[C@@H]5OC(=O)C3(O[C@H]3OC(=O)[C@H](O)C34[C@H](C(C)(C)C)[C@H]5O)[C@@]12O (stereo partly specified)
    12	·	7	-4	11	-11	0	-1.6	3	-3
> C#C[C@]1(O)CC[C@H]2[C@@H]3CCC4=CC(=O)CC[C@]4(C)[C@H]3CC[C@@]21C
    -5	·	3	4	6	-2	5	-0.2	3	-2
> O=C(Cc1ccccc1)OCC(=O)c1ccc(F)cc1
    -9	2	8	-10	2	-2	-6	1.4	-2	-2
> O=C(C1CCC(=O)N1C1CCCC1)N1CCC2(CC1)OCCO2 (stereo unspecified)
    -18	-2	-5	-11	9	-9	7	-0.3	-4	-2
> Brc1cccc(CNCCc2ccc3c(c2)OCO3)c1
    -7	16	19	4	31	-31	-7	0.7	2	1
> O=C(Cc1ccccc1)NC(Oc1ccccc1Cl)C(Cl)(Cl)Cl (stereo unspecified)
    -8	0	2	-2	-20	20	-8	2.5	-6	7
> O=C1NC(=O)C(CCc2ccncc2)(C2CCCCC2)C(=O)N1
    -5	2	12	5	10	-10	-7	0.2	2	-2
> CCOC(C(=O)OCCC[N+](C)(CC)CC)(c1ccccc1)c1ccccc1
    3	·	7	-5	-10	10	-1	2.0	-2	1
> COP(=O)(C#Cc1ccccc1)C(O)c1ccc(Br)cc1 (stereo unspecified)
    -1	12	21	-3	19	-19	-1	-0.1	-2	-6
> CC(C)(C#CC(=O)O)OOC(c1ccccc1)(c1ccccc1)c1ccccc1
    -10	2	6	-1	·	·	-7	7.1	14	-8
> O=c1[nH]c(=S)[nH]c(O)c1N=Nc1ccc(S(=O)(=O)N2CCOCC2)cc1
    -4	5	16	-4	·	·	-6	-0.6	0	-3
> COc1cc2c(cc1OC)C13CCN4C=C5CCOC6CC(=O)N2C1C6C5CC43 (stereo unspecified)
    -9	1	30	-5	8	-8	-11	-1.6	3	2
> CN1CCCC1c1ccc(=O)[nH]c1 (stereo unspecified)
    7	2	11	-12	15	-15	-11	-0.7	0	5
> Cn1c(O)c(C(=NCCc2c[nH]c3ccccc23)c2ccccc2)c(=O)n(C)c1=O
    -7	-3	18	4	4	-4	-4	0.2	3	4
> CN1C(=O)C(=Cc2ccccc2Oc2ccc(Cl)c(F)c2)C(=O)N(C)C1=O
    -15	2	-13	2	19	-19	-6	-0.7	1	-1
> CN1CCCC(C(=O)c2ccc(-c3ccccc3)cc2)C1 (stereo unspecified)
    2	·	30	2	38	-38	0	-1.1	-4	2
> CCCC(C)n1[nH]c(=O)c2c1NC(=O)CSC2c1ccc(OC)c(OC)c1 (stereo unspecified)
    -8	1	10	-8	-1	1	-6	0.0	0	-4
> Cc1cccc2c1N(N=O)CCC2
    -2	-4	45	0	14	-14	12	2.1	0	-2
> O=[N+]([O-])c1ccc(N2CCNCC2)cc1NCc1ccco1
    -7	1	49	-1	-3	3	-6	0.1	1	-3
> Cc1ccc(/C=C2\C(=O)NC(=O)N(CCc3ccc(F)cc3)C2=O)s1
    -6	1	3	-3	38	-38	-10	0.4	8	-2
> O=C(O)Cn1cc(/C=C2\C(=O)NC(=O)N(Cc3ccco3)C2=O)c2ccccc21
    -5	40	2	-8	32	-32	-11	9.2	1	-5
> CCn1c(O)c(C=NCCN2CCOCC2)c(=O)n(CC)c1=S
    -20	0	7	-9	-1	1	-6	-0.1	-10	-16
> C[C@H]1C(=O)O[C@@H]2CCN3CC=C(COC(=O)[C@](C)(O)[C@]1(C)O)[C@H]23
    -8	·	5	2	-1	1	-29	-1.9	1	-2
> Oc1ccccc1Cl
    28	·	2	0	15	-15	-11	0.5	0	-3
> CN=C(SCc1ccccc1)c1c(O)n(C)c(=O)n(C)c1=O
    -6	5	-6	5	25	-25	3	1.4	-2	0
> COc1ccc(C2(c3cccc(O)c3OC)CCN(C(C)=O)CC2)cc1O
    -5	·	4	-5	43	-43	-3	-2.3	-3	0
> COc1ccc(C(=O)C2CCCN(C3CSCCSC3)C2)c(OC)c1 (stereo unspecified)
    -17	2	10	-8	19	-19	-11	-0.1	-1	-1
> CCOC(=O)C1=C(N)Oc2ccccc2C12C(=O)N(CC(=O)OC)C(CC(=O)OC)=C2C(=O)OC (stereo unspecified)
    -6	2	-4	-1	12	-12	3	-0.5	0	7
> COc1cc(C(=O)N/N=C/C23CC[C@@H](O)CC2(O)CC[C@@H]2[C@@H]3CCC3(C)C(C4=CC(=O)OC4)CCC23O)ccc1O (stereo partly specified)
    -15	29	4	-7	·	·	-1	-0.2	0	-7
> C=CCC1(Nc2ccccc2)CC(C)N(C)CC1C (stereo unspecified)
    2	0	-7	3	21	-21	8	-0.3	0	6
> O=C1NC(=O)C(=Cc2ccc(N3CCOCC3)cc2)C(=O)N1
    -15	3	8	5	20	-20	-5	-0.3	2	-2
> CCC(=NCc1ccco1)c1c(O)n(-c2ccc(C)cc2)c(=O)[nH]c1=O
    -7	-1	3	-3	23	-22	-7	1.9	1	-1
> O=C1Nc2ccc(Br)cc2C(c2ccccc2Cl)=NC1O (stereo unspecified)
    -2	·	-3	-10	-1	1	1	2.8	-3	-1
> c1ccc2c(N3CCNCC3)nsc2c1
    -6	1	-19	4	10	-10	12	-0.9	-3	-3
> CCOP(=S)(OCC)Oc1cc(C)oc(=O)c1Cl
    -3	2	9	-1	7	-7	-5	2.0	-1	1
> CCc1ccc(N2C(=O)NC(=O)C(Cc3ccc(OC)cc3OC)C2=O)cc1 (stereo unspecified)
    -12	6	10	-6	-84	84*	-13	-0.4	1	-3
> CN(C)S(=O)(=O)c1cc(C(=O)N2CCC(C(=O)O)(c3ccccc3)CC2)ccc1Cl
    -6	-2	-4	-3	·	·	3	-1.1	-1	-1
> COC(=O)C1=C(c2cccc(OCc3ccccc3)c2)C[C@@H]2CC[C@H]1N2C(=O)NCCc1ccc(F)cc1
    -2	·	-5	1	-69	69	-3	0.0	-2	-6
> CCC1(CCO)C(=O)NC(=S)NC1=O
    5	-2	42	4	5	-5	7	2.1	-4	0
> O=C(Cc1ccccc1)N1CCN(Cc2c[nH]c3ccccc23)CC1
    -2	-2	5	-1	14	-14	-4	-0.3	-1	-4
> C=CCn1c(O)c(C=Nc2ccc(OC)cc2C)c(=O)[nH]c1=O
    1	-2	28	0	25	-25	0	6.5	4	3
> O=C1NC(=O)C(C/C=C/c2ccccc2)C(=O)N1
    -3	-6	7	-7	29	-29	0	-0.2	2	-1
> Cc1cc(=O)[nH]c(SCc2nc3ccccc3c(=O)n2-c2ccccc2C)n1
    -4	-2	41	-2	0	0	2	-0.5	-2	-5
> O=C(COc1ccccc1)N1CCN(Cc2c[nH]c3ccccc23)CC1
    -17	2	-5	-3	20	-20	5	2.0	1	-5
> O=C1CC(N2CCC(n3c(=O)[nH]c4ccccc43)CC2)C(=O)N1Cc1ccccc1 (stereo unspecified)
    10	2	8	3	-31	31	-3	-0.7	-2	3
> N#CCN1CCN(c2ccc(C(F)(F)F)cc2)CC1
    -5	-3	9	-5	17	-17	4	-0.7	2	-1
> O=[N+]([O-])c1ccc(Nc2ccccc2)cc1
    12	1	21	-3	-11	11	4	-2.3	0	-2

Going on with the list.
Every second line gives: PvdQ inh	NSD2 HMT inh	Arrestin-AP2 inh	PKA-R2B act	SR-BI uptake up	SR-BI DiI inh	RTF Ca sens inh	C-LANA FP	DAGLB inh	Keap1 Nrf2 FP
> COC(=O)C1=C(c2c(C)noc2C)C[C@@H]2CC[C@H]1N2C(=O)NCCNC(C)=O
    -9	·	4	-5	13	-13	-5	-1.9	0	-5
> C=CCN1C(=O)NC(=O)/C(=C/c2cc3c4c(c2)CCCN4CCC3)C1=O
    -6	4	6	-7	-2	2	-16	4.5	0	-14
> Cc1nc2cc(C(F)(F)F)ccc2n1C1CCN(Cc2nnnn2Cc2cccs2)CC1
    11	·	2	-12	12	-12	9	1.2	1	-7
> C=CCOC(=O)C1=C(C)OC(N)=C(C(=O)OCC)C12C(=O)N(CC(N)=O)c1ccccc12 (stereo unspecified)
    -14	-3	11	11	36	-36	-13	0.4	0	1
> O=C1C=CC(=O)C=C1
    -23	·	10	15	-1	1	4	1.0	3	-2
> COc1ccc(CC(=O)N2CCN(C)CC2)cc1
    4	-7	9	1	4	-4	-9	-1.2	0	3
> NCCCC(=O)OC1N=C(c2ccccc2Cl)c2cc(Br)ccc2NC1=O (stereo unspecified)
    -5	6	-2	-1	-1	1	-1	-1.7	-1	-1
> CC(=O)c1c(C)n(Cc2ccccc2Cl)c2ccc(O)cc12
    -5	-3	11	4	-26	26	-4	0.0	1	-6
> CCN(CC)C(=O)c1ccc2c(c1)C1C=CCC1C(C(=O)O)N2 (stereo unspecified)
    -11	·	6	14	9	-9	2	35	1	4
> O=C(c1ccccc1F)c1cn(CC(=O)N2CCCCC2)c2ccccc12
    -13	-1	7	5	6	-6	-7	1.7	-3	0

By substructure: those above containing two or more sulfur atoms.
Every second line gives: PvdQ inh	NSD2 HMT inh	Arrestin-AP2 inh	PKA-R2B act	SR-BI uptake up	SR-BI DiI inh	RTF Ca sens inh	C-LANA FP	DAGLB inh	Keap1 Nrf2 FP
> O=c1[nH]c(=S)[nH]c(O)c1N=Nc1ccc(S(=O)(=O)N2CCOCC2)cc1
    -4	5	16	-4	·	·	-6	-0.6	0	-3
> COc1ccc(C(=O)C2CCCN(C3CSCCSC3)C2)c(OC)c1 (stereo unspecified)
    -17	2	10	-8	19	-19	-11	-0.1	-1	-1

(next part)
Every second line gives: PvdQ inh	NSD2 HMT inh	Arrestin-AP2 inh	PKA-R2B act	SR-BI uptake up	SR-BI DiI inh	RTF Ca sens inh	C-LANA FP	DAGLB inh	Keap1 Nrf2 FP
> c1cc(OCCN2CC2)ccn1
    -12	2	3	-1	-11	11	-10	-1.7	0	-5
> O=C1NC(=O)C(=Cc2ccc(-c3ccccc3[N+](=O)[O-])o2)C(=O)N1
    -13	6	24	-8	-77	77*	-9	0.7	8	-1
> Cc1cc(C)cc(N2C(=O)NC(=O)/C(=C\C=C\c3ccco3)C2=O)c1
    2	72*	51	-5	4	-4	-16	-1.0	5	-16
> Clc1ccccc1CN1CCN(c2ccccc2Cl)CC1
    8	-2	4	-9	26	-26	3	1.7	-7	-5
> O=C(NCC(c1cccnc1)N1CCN(c2ccccc2F)CC1)Oc1ccccc1 (stereo unspecified)
    -7	1	5	4	9	-9	-5	0.8	-1	-4
> COc1c(O)ccc2c1-c1c3c(cc4c1C(C2)N(C)CC4)OCO3 (stereo unspecified)
    -11	·	12	1	15	-15	-15	-0.6	2	-2

An excerpt; the hit share may differ from the screen's.
